NTR1 agonist: agonists of NTR1, primary screen, imaging, U2OS cells, beta-arrestin-GFP, high content (AID 493036). 330,000 compounds, 0.17% hits. NTR1-U2OS beta-arrestin-GFP spot imaging, agonist mode. activation, % at 20 µM;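 active means activation at or above 40% of the spot to cytoplasm intensity ratio, with at least 20 cells analyzed; inconclusive means wells under 20 cells, flagged as cytotoxic or low count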;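 further: 0% = DMSO without peptide and 100% = 100 nM NTR1 peptide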
Target sequence (P30989 whole entry, looked up): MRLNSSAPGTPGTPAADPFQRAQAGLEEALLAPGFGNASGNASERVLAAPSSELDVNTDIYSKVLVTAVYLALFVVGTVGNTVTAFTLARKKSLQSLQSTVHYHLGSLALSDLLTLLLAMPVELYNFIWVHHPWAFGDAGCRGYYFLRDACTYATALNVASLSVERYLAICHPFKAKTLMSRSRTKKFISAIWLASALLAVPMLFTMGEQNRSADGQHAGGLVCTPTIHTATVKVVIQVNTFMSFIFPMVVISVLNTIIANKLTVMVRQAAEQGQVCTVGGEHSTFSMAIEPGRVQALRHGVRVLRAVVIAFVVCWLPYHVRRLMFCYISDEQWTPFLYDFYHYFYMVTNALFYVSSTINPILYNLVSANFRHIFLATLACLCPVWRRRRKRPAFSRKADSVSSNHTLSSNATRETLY
Lipid droplet: inhibitors of hepatocyte lipid droplet formation, primary screen, imaging, high-throughput imaging, BODIPY stain | 240,000 compounds, 0.4% hits | AID 1656, 2009 | AML12 mouse hepatocytes, oleate lipid droplets | inhibition, % at 6.5 µM;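 active means lipid droplet intensity inhibited by at least 50%, with more than 500 cells counted; inconclusive means wells with under 300 cells, treated as cytotoxic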
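Test system: AML12 mouse liver cells; schedule: overnight exposure; technique: high-content imaging of BODIPY-stained droplets and DAPI nuclei; read-out: % inhibition of corrected integrated BODIPY droplet signal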
GPR55 activation: GPR55 agonists via beta-arrestin recruitment, primary screen, imaging, U2OS cells, beta-arrestin-GFP redistribution (AID 1961); U2OS GPR55 beta-arrestin-GFP redistribution imaging; higher % means a stronger effect; activation, % at 10 µM; hits with a dose series show EC50 in µM; 290,000 compounds, 0.048% hits;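 active means activation above 40% with more than 50 cells counted in the well; inconclusive means wells holding fewer than 50 cells, flagged as toxic or sparse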;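 further: U2OS osteosarcoma cells stably expressing GPR55 and beta-arrestin-GFP; plate controls were DMSO negative control for no effect and LPI positive control for full effect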
GPR35 antagonists: GPR35 antagonists blocking zaprinast-driven arrestin recruitment, primary screen, imaging, U2OS, beta-arrestin-GFP, zaprinast agonist (AID 2058); G-protein coupled receptor 35 (Homo sapiens); U2OS GPR35 beta-arrestin-GFP translocation imaging, zaprinast antagonism; higher % means a stronger effect; inhibition, % at 10 µM, or IC50 in µM where a hit was titrated; 290,000 compounds, 0.052% hits;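 active means inhibition of at least 50% with at least 30 cells and total cytoplasm GFP at most 10,000,000; inconclusive means under 30 cells or total GFP of 10,000,000 plus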
Rac1 GTP hydrolysis: MgcRacGAP GTPase-activating activity inhibitors, confirmation, biochemical, ADP Hunter fluorescence; Rac GTPase-activating protein 1 (Homo sapiens); 340,000 compounds, 0.6% hits; MgcRacGAP-stimulated Rac1 GTP hydrolysis, ADP Hunter fluorescence; higher % means a stronger effect; GST-tagged Rac1 F28L mutant substrate; one-dose inhibition, % at 30 µM; IC50 in µM for titrated hits;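 active means first-screen hits whose inhibition reached a set limit at any dose in the follow-up dose series; inconclusive means inhibition above the set first-screen limit but never retested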;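 further: fluorescence reports GDP produced by GAP-driven GTP hydrolysis; strong numbers were not always called active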
LYP inhibition: inhibitors of LYP phosphatase, biochemical, fluorescence intensity, uHTS (AID 1779). Tyrosine-protein phosphatase non-receptor type 22 (Homo sapiens). recombinant LYP phosphatase, fluorescence intensity; higher % means a stronger effect. inhibition, % at 11.5 µM, or IC50 in µM where a hit was titrated. 290,000 compounds, 0.054% hits; in the data active means inhibition above about 50%;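 further: plate controls were vehicle with enzyme for no effect and no enzyme for full effect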
SV40 large T antigen: SV40 large T antigen inhibitors, biochemical (AID 1903) | inhibition, % at 20 µM, or IC50 in µM where a hit was titrated | SV40 large T antigen ATPase/helicase inhibition assay; higher % means a stronger effect | 310,000 compounds, 0.39% hits; in the data active means a potency from the dose series; inconclusive means inhibition mostly from about 32% at the one dose, without a potency; inactive means the rest, 99 in 100 with inhibition below about 32%; further: strong numbers were not always called active
GPR55 LPI antagonism: GPR55 antagonists blocking LPI-driven arrestin recruitment, primary screen, imaging, U2OS, beta-arrestin-GFP, LPI agonist (AID 2013); G-protein coupled receptor 55 (Homo sapiens); one-dose inhibition, % at 10 µM; IC50 in µM for titrated hits; U2OS GPR55 beta-arrestin-GFP translocation imaging, LPI antagonism; higher % means a stronger effect; 290,000 compounds, 0.13% hits;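 active means spots per cell inhibited over 60%, with over 100 cells counted and total cytoplasm intensity under 500,000; inconclusive means wells with under 100 cells, flagged as likely toxic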;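 further: U2OS cells stably carrying GPR55 and arrestin-GFP stimulated by 5 µM LPI near EC80; imaged beta-arrestin-GFP aggregate spots per cell after agonist stimulation; plate controls were LPI-stimulated DMSO wells for no effect and DMSO wells without LPI for full effect; some results filed as inactive read as strong as hits; confirmed hits need IC50 under 10 µM and bright autofluorescent wells are also inconclusive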
T cell modulator: modulators of CD8 T cell-vesicle binding, primary screen, mouse 2C CD8+ T cells, flow cytometry. 2C CD8+ T cell-vesicle binding; hits give low values. calls only at 7 µM. 330,000 compounds, 0.068% hits;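 active means response, share of CD8 T cells binding vesicles, and their 90th percentile fluorescence all below set limits, cut at about 80% in these data, passing the limit was not always enough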
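incubation = binding step 1.5 h, 37 °C, antibody labelling 20 min, ice | test system = 2C mouse CD8+ T cells | read-out basis = percent CD8+ FL2 mean versus row control | controls = Peptide-free naked vesicles (low) and QL9 vesicles with 0.7% DMSO vehicle (high) | detection = flow cytometry of vesicle-bound cells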
Lipid droplet cells 6.5 µM: second read-out of Lipid droplet, no call of its own (marks repeat the call); cell count; measured here: cell count, cytotoxicity flag;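 cells counted across two imaged fields per well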
T cell modulator vesicle-bound %: second read-out of T cell modulator, no call of its own (marks repeat the call); double positive events, %; measured here: CD8+ vesicle-bound cell fraction;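 binding gate set so that unloaded-vesicle control wells show 10% double positive cells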
NTR1 agonist cell count 20 µM: also measured in NTR1 agonist; calls as there; cell count; measured here: cell count, cytotoxicity flag
Numbers without * were called inactive; i = inactive; ? = inconclusive; / = no result given.

SMILES | NTR1 agonist | NTR1 agonist cell count 20 µM | Lipid droplet | Lipid droplet cells 6.5 µM | GPR55 activation | GPR35 antagonists | Rac1 GTP hydrolysis | LYP inhibition | SV40 large T antigen | GPR55 LPI antagonism | T cell modulator | T cell modulator vesicle-bound %
O=C(NC1CCCC1)C1CCC(CNS(=O)(=O)c2cccs2)CC1 (stereo not given) | -0.4 | 73 | 12 | 784 | 0.2% | -14% | 13% | -4% | 14% | 6% | i | 39
COc1ccnc(Oc2ccc(F)cc2)c1-c1ncn[nH]1 | 2.8 | 42 | 8 | 701 | 0.4% | -1% | 1% | -6% | 0% | 3% | i | 38
c1ccc2c(-c3cc(C4CCNCC4)[nH]n3)cccc2c1 | -0.9 | 64 | / | / | -0.3% | 3% | 7% | -5% | 0% | 12% | i | 35
C=CCSc1ccsc1C(=O)O | 0.3 | 100 | / | / | 0.0% | -3% | 5% | 4% | 6% | 18% | i | 35
O=C(Nc1nnc(C2CC2)s1)c1cccc(S(=O)(=O)N2CCc3ccccc32)c1 | 1.1 | 59 | 9 | 775 | 0.2% | 11% | 4% | -9% | -2% | 6% | i | 15
CCOc1cc(N2CCOCC2)c(OCC)cc1NC(=O)c1ccc(OCc2c(C)noc2C)c(OC)c1 | 2.5 | 43 | 15 | 707 | -0.3% | 6% | 5% | 0% | 5% | -1% | i | 40
O=C(Nc1ccccc1)N1C(=O)C2(OCCO2)c2ccccc21 | -0.7 | 66 | -8 | 656 | 0.3% | -10% | 6% | 0% | 3% | -2% | i | 40
Cc1c(C(=O)O)oc2c1ccc1ccccc12 | -0.9 | 67 | / | / | 0.7% | -2% | 12% | -5% | 13% | -3% | i | 42
N#CCCn1cc(/C=C(\C#N)c2nc3ccccc3s2)c(-c2ccc(F)cc2)n1 | 1.6 | 84 | -1 | 678 | 0.9% | -8% | 8% | 1% | 2% | 7% | i | 30
Cn1ncc(C#N)c1/N=C/N(Cc1ccccc1)Cc1ccccc1 | -0.8 | 42 | 0 | 730 | -0.1% | 1% | -3% | -3% | 5% | 20% | i | 35
CC(OC(=O)C1CCC1)C(=O)Nc1cc(Cl)cc(Cl)c1 (stereo not given) | 1.9 | 57 | / | / | / | / | 10% | / | 12% | / | i | 37
Cc1cc(=O)n2nc(N3CCCC(C(=O)NCCC4=CCCCC4)C3)sc2n1 (stereo not given) | 0.6 | 49 | 1 | 766 | 0.0% | 9% | 16% | -3% | 12% | 1% | i | 11
O=C(CSc1n[nH]c(-c2ccccc2)n1)Nc1ccc(Br)cn1 | 2.6 | 41 | 24 | 722 | -0.2% | 1% | 12% | -9% | 8% | 2% | i | 24
Cc1noc(C)c1CSc1nnc(-c2ccncc2)n1-c1cccc(Cl)c1C | 4.3 | 78 | / | / | -0.3% | 9% | 3% | -8% | 13% | 4% | i | 33
COc1ccc(NC(=O)[C@H](C)NC(=O)C2CCN(S(=O)(=O)c3ccc(C)cc3)CC2)cc1 | -0.6 | 66 | -4 | 692 | 0.2% | -4% | 6% | -3% | 13% | 14% | i | 33
CSc1nc(NCC(C)O)c2c3c(sc2n1)CN(C)CC3 (stereo not given) | 0.0 | 87 | 20 | 737 | -0.1% | 3% | 8% | -11% | 4% | 3% | i | 53
CCOc1ccccc1C(=O)N/N=C/c1cccc2cccnc12 | 1.5 | 42 | / | / | 0.2% | -2% | 15% | -5% | -4% | 3% | i | 40
CC1CCc2sc(NC(=S)NC(=O)c3ccccc3)c(C#N)c2C1 (stereo not given) | 7.7 | 68 | 12 | 655 | -0.3% | 3% | 21% | 2% | 14% | 5% | i | 61
COc1ccc(C(=O)NCc2ccc3[nH]c(C)cc3c2)cc1OC | 2.6 | 38 | -4 | 651 | 0.1% | -8% | 7% | -3% | 3% | -16% | i | 34
COc1ccc(CNC(=O)Cn2cc([N+](=O)[O-])nc2C)cc1 | -1.2 | 83 | 20 | 711 | -0.2% | -6% | 2% | -2% | 3% | -4% | i | 29
CCOC1=NN(c2ccccc2)C(=O)/C1=C\N(C)C | -1.0 | 74 | 10 | 664 | 0.0% | -3% | 7% | 3% | 22% | 7% | i | 57
CCC(CC)NCCOC(=O)c1ccc([N+](=O)[O-])cc1 | 0.9 | 32 | -6 | 692 | 0.6% | 7% | 7% | -8% | 4% | 7% | i | 37
Cc1cccc(CN2CCC(CNC(=O)Cn3ncc4c([nH]c5ccccc54)c3=O)CC2)c1 | -0.5 | 63 | 32 | 768 | 0.2% | 6% | 12% | -8% | 2% | 10% | i | 10
O=C(NCc1nc2ccccc2[nH]1)c1c(F)c(F)c(F)c(F)c1F | 0.3 | 61 | 15 | 691 | -0.1% | 18% | 9% | -4% | 20% | 11% | i | 52
COCCn1c(N)c(C(=O)Nc2sc3c(c2C(=O)OC)CCCC3)c2nc3ccccc3nc21 | 15 | 31 | 5 | 711 | -0.1% | 3% | 20% | -1% | 9% | 3% | i | 22
COC(=O)n1c(=O)oc2ccc(S(=O)(=O)N3CCCCC3)cc21 | 2.4 | 68 | -6 | 660 | -0.2% | 10% | 8% | -2% | 12% | 13% | i | 61
Cc1ccc(CN2[C@@H](CC(C)C)COCCS2(=O)=O)cc1 | -1.3 | 99 | / | / | / | / | 3% | / | 11% | / | i | 20
CC(C)CNC(=S)NC(=O)c1ccccc1Cl | 1.1 | 53 | 14 | 643 | 0.1% | 4% | 5% | -6% | 5% | 3% | i | 44
O=C(NCc1csc(-c2ccccc2)n1)c1ccco1 | -1.2 | 52 | / | / | -0.3% | -9% | 11% | -2% | -3% | -15% | i | 38
Cc1cc2c(c(=O)n1CC1CCCO1)C(c1ccco1)C(C#N)=C(N)O2 (stereo not given) | 0.2 | 81 | / | / | -0.2% | 2% | 6% | -12% | 2% | -2% | i | 46
CO/N=C(\Cn1ncc(N2CCOCC2)c(Br)c1=O)c1ccc(Cl)cc1 | 1.2 | 54 | -21 | 705 | 0.6% | -10% | -2% | -1% | 9% | 5% | i | 19
CN(c1ccccc1)S(=O)(=O)c1ccc(NC(=O)C2CC2)cc1 | 2.2 | 82 | 24 | 855 | -0.1% | -6% | 11% | -5% | 3% | 11% | i | 25
CCOc1cccc2sc(N(CCCN(C)C)C(=O)Cc3ccccc3)nc12 | 1.4 | 54 | 0 | 703 | 0.1% | 11% | 5% | -7% | 16% | 9% | i | 34
O=C(O)c1ccccc1NS(=O)(=O)c1cccc(-n2sc3ccccc3c2=O)c1 | 5.4 | 49 | -1 | 834 | 0.3% | 0% | ? | -4% | 13µM* | 37% | i | 24
Cc1cc2c([nH]c3ccccc32)c2c1OC(C)(C)C=C2 | 10 | 89 | 23 | 742 | 0.0% | -6% | 4% | -4% | 15% | -4% | i | 9
COc1ccccc1CNC(=O)C1CCN(S(=O)(=O)c2ccc3c(c2)C(C)(C)C(=O)N3C)CC1 | 4.5 | 39 | 2 | 745 | 0.3% | 5% | 8% | -12% | / | -14% | i | 31
COC(=O)C1=C(N)OC2=C(C(=O)CC(C)(C)C2)C1c1cc2c(cc1Cl)OCO2 (stereo not given) | 1.2 | 67 | / | / | -0.1% | 20% | 10% | -4% | 8% | 18% | i | 25
Cc1cc(F)ccc1S(=O)(=O)N1CCCOC1CNC(=O)C(=O)NCCN1CCOCC1 (stereo not given) | 1.6 | 70 | -58 | 679 | 0.4% | -6% | 4% | -2% | 16% | 8% | i | 7
CCOc1ccc2cc(C(=O)NCc3ccccc3)c(=N)oc2c1 | 11 | 80 | -1 | 847 | -0.1% | -3% | 5% | -3% | 17% | -3% | i | 19
Cc1ccc(-c2cc(-c3ccccc3)no2)c(O)c1 | / | / | 12 | 658 | -0.3% | 11% | 7% | -4% | 15% | -5% | i | 46
COc1cc(OC)cc(C(=O)NC2CCN(CCCOc3ccccc3)CC2)c1 | 0.8 | 55 | 9 | 793 | 2.1% | -17% | 1% | -6% | 7% | 21% | i | 67
CC1=NN(c2cccc(Cl)c2)C(=O)C1 | -1.1 | 45 | -4 | 636 | -0.1% | 4% | 5% | -5% | 11% | 9% | i | 56
CC(=O)Oc1ccc(NC(=O)C2CCCCC2)c(C(=O)O)c1 | 0.5 | 81 | -29 | 629 | -0.1% | 15% | 13% | -4% | 3% | 1% | i | 33
NC(=O)c1ccc(NC(=O)CN2CCOCC2)cc1 | 1.7 | 55 | -2 | 814 | -0.3% | 10% | -5% | -5% | 3% | 7% | i | 47
Cc1cc(OCC(=O)NC2CCN(Cc3ccccc3)CC2)c2c(C)cc(=O)oc2c1 | 1.3 | 53 | -2 | 737 | -0.2% | -22% | 5% | -16% | 9% | 8% | i | 48
CCOC(=O)c1ccc(-n2c(=O)[nH]c3ccccc3c2=O)cc1 | 0.6 | 49 | 1 | 805 | -0.1% | 2% | 6% | -7% | -1% | -2% | i | 38
C=CCNc1nc(N)c([N+](=O)[O-])c(NCc2ccccc2)n1 | 1.1 | 43 | 6 | 656 | -0.3% | 4% | -1% | -8% | 25% | -6% | i | 59
CCOc1ccccc1/C=N/NC(=O)CNC(=O)c1ccc(S(=O)(=O)N2CCOCC2)cc1 | 0.9 | 64 | 19 | 585 | 0.3% | 0% | 10% | -4% | 9% | 0% | i | 4

Looked up one by one from above, 2 records:
SMILES | NTR1 agonist | NTR1 agonist cell count 20 µM | Lipid droplet | Lipid droplet cells 6.5 µM | GPR55 activation | GPR35 antagonists | Rac1 GTP hydrolysis | LYP inhibition | SV40 large T antigen | GPR55 LPI antagonism | T cell modulator | T cell modulator vesicle-bound %
CC(=O)Oc1ccc(NC(=O)C2CCCCC2)c(C(=O)O)c1 | 0.5 | 81 | -29 | 629 | -0.1% | 15% | 13% | -4% | 3% | 1% | i | 33
C=CCNc1nc(N)c([N+](=O)[O-])c(NCc2ccccc2)n1 | 1.1 | 43 | 6 | 656 | -0.3% | 4% | -1% | -8% | 25% | -6% | i | 59
